STK33 inh = human STK33 kinase inhibition; 0.44% of 27,000 active; Q9BYT3; ADP-Glo luminescence, MBP substrate; inhibition, % at 12.5 µM; in the data active = inhibition above about 20%
Target sequence (Q9BYT3 whole entry, looked up): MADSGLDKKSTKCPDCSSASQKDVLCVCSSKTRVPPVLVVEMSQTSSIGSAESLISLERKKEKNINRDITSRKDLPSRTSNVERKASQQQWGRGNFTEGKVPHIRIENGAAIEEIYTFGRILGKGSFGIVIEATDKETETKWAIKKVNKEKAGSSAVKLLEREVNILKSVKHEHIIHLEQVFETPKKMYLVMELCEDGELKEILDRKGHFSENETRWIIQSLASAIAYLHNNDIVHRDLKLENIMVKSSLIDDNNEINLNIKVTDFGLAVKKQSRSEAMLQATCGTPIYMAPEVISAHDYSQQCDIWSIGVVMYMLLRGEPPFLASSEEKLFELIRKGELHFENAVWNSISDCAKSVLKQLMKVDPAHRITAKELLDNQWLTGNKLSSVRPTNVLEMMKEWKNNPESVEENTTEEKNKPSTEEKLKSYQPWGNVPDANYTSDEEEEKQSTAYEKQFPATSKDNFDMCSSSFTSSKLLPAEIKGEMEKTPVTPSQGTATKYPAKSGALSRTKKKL
p53 PUMA act = restores mutant p53 pathway signaling in SW480 cells; activation, % at 9.98 µM; SW480 PUMA-promoter luciferase, p53 mutant reactivation; 1.5% of 28,000 active; in the data active = activation above about 52%
Active calls of the source: *; . = not tested or not shown.

SMILES | STK33 inh | p53 PUMA act
O=C(c1ccco1)N1CCc2sccc2C1c1ccc(OC(F)(F)F)cc1 (centres undefined) | . | 8.9
C[C@H](CO)N1C[C@H](C)[C@H](CN(C)Cc2ccc3c(c2)OCO3)Oc2c(NC(=O)Nc3cccc4ccccc34)cccc2C1=O | . | -6.5
C[C@H]1CN([C@@H](C)CO)C(=O)CCCn2cc(nn2)CO[C@@H]1CN(C)C(=O)NC1CCCCC1 | 1.2 | .
C[C@H]1CN([C@@H](C)CO)C(=O)Cc2cc(NS(=O)(=O)c3ccc(Cl)cc3)ccc2O[C@@H]1CN(C)C(=O)Nc1cccc2ccccc12 | 2.8 | .
CNC[C@H]1Oc2ccc(NC(=O)CCN3CCOCC3)cc2C(=O)N([C@H](C)CO)C[C@@H]1C | . | 0.3
Cc1noc(C)c1NC(=O)Nc1ccc2c(c1)CC(=O)N([C@@H](C)CO)C[C@H](C)[C@@H](CN(C)C(=O)NC1CCCCC1)O2 | 1.4 | .
COc1ccc(NC(=O)Nc2ccc3c(c2)C(=O)N([C@@H](C)CO)C[C@@H](C)[C@@H](CN(C)Cc2ccccc2)OCCCC[C@@H](C)O3)cc1 | . | -12.9
Cc1sc2nc(SCC(=O)NCc3ccco3)n(C)c(=O)c2c1C | -2.1 | 4.1
C[C@H]1CN([C@@H](C)CO)C(=O)Cc2cc(NC(=O)Cc3cn(C)c4ccccc34)ccc2O[C@H]1CN(C)C(=O)Nc1cccc2ccccc12 | -0.4 | .
COc1ccc(CN(C)C[C@@H]2OCc3cnnn3CCCC(=O)N([C@@H](C)CO)C[C@H]2C)cc1 | -4.0 | .
C[C@@H]1CN([C@@H](C)CO)C(=O)c2cccc(NC(=O)Nc3cccc4ccccc34)c2O[C@H]1CN(C)CC1CC1 | . | -16.8
COc1ccccc1-n1c(CSc2nc3cc(C(=O)N4CCCC4)ccc3s2)nc2ccccc2c1=O | 2.5 | -21.8
CC(C)NC(=O)Nc1ccc2c(c1)C(=O)N([C@H](C)CO)C[C@H](C)[C@@H](CN(C)C(=O)Nc1ccc3c(c1)OCO3)O2 | 1.8 | .
O=C(NCCN1CCOCC1)[C@]1(Cc2ccccc2)N=C(c2ccc(OCCCO)cc2)O[C@@H]1c1ccccc1 | -5.3 | .
C[C@@H]1CCCCO[C@@H](CN(C)CC2CC2)[C@@H](C)CN([C@H](C)CO)C(=O)c2cc(NS(=O)(=O)c3ccc(F)cc3)ccc2O1 | -0.8 | .
O=C(Cn1c(-c2cncs2)nc2ccccc21)NCc1ccccc1 | -0.4 | 5.6
O=C(CSc1ncn[nH]1)Nc1ccc2c(c1)OCCO2 | -2.3 | 9.5
C[C@H]1CN([C@@H](C)CO)C(=O)Cc2cc(NC(=O)Nc3ccc(C(F)(F)F)cc3)ccc2O[C@@H]1CN(C)Cc1ccc(Cl)c(Cl)c1 | 0.2 | .
CC(=O)N(C)C[C@@H]1Oc2ncc(C#CC(C)(C)O)cc2C(=O)N([C@@H](C)CO)C[C@@H]1C | . | 14.7
Nc1ccc2c3c(cccc13)C(=O)NC2=O | 28.5* | 1.5
C[C@@H]1CCCCO[C@H](CN(C)Cc2ccc(C(F)(F)F)cc2)[C@@H](C)CN([C@H](C)CO)C(=O)c2cc(NC(=O)c3ccccc3)ccc2O1 | -0.6 | .
Cc1ccc(S(=O)(=O)Nc2cccc3c2O[C@@H](CN(C)C(=O)NC(C)C)[C@@H](C)CN([C@@H](C)CO)C3=O)cc1 | . | -4.1
Cc1cc(-c2ccc(Cl)cc2)nc(SCC(=O)Nc2ccccc2)n1 | 0.1 | -10.1
C[C@@H]1CN([C@@H](C)CO)C(=O)c2cc(NC(=O)Nc3ccc(C(F)(F)F)cc3)ccc2O[C@@H]1CN(C)Cc1ccncc1 | 1.0 | .
O=C(O)CCC(NC(=O)c1ccc(Cl)cc1)C(=O)O (centres undefined) | 3.4 | -0.3
Additional records.
SMILES | STK33 inh | p53 PUMA act
CC(=O)c1ccc(NC(=O)CN(C)S(=O)(=O)c2ccc(C)cc2)cc1 | 1.5 | 22.0
C[C@H](CO)N1C[C@H](C)[C@@H](CN(C)C(=O)Nc2cccc3ccccc23)Oc2ccc(NC(=O)CCN3CCOCC3)cc2CC1=O | . | 1.5
CC(Sc1nc(N2CCOCC2)c2c(c1C#N)CC(C)(C)OC2)C(=O)Nc1ccccc1 (centres undefined) | -0.1 | -8.4
C[C@H]1CN([C@@H](C)CO)C(=O)Cc2cc(NC(=O)Nc3ccc4c(c3)OCO4)ccc2O[C@@H]1CN(C)Cc1ccc(C(F)(F)F)cc1 | 10.2 | .
O=C(CS(=O)(=O)c1ccccc1)Nc1ccc2c(c1)OCCO2 | -3.4 | 61.6*
Cc1noc(C)c1S(=O)(=O)Nc1ccc2c(c1)C(=O)N([C@@H](C)CO)C[C@H](C)[C@H](CN(C)C(=O)c1ccncc1)OCCCC[C@H](C)O2 | . | 4.0
COC(=O)CSc1nnc(-c2cccs2)n1-c1ccc(Cl)cc1 | 3.2 | -0.1
CN(C)c1ccc2c(c1)[C@@H]1C[C@H](CC(=O)NCC3CC3)O[C@H](CO)[C@@H]1O2 | . | 10.3
C[C@H]1CN([C@@H](C)CO)C(=O)c2cccc(NC(=O)c3ccncc3)c2O[C@@H]1CN(C)C(=O)NC1CCCCC1 | . | 7.0
Cc1cc(C)c(C)c(OCC(O)Cn2cnc3ccccc32)c1 (centres undefined) | -3.1 | -12.8
CCC(C)C1NC(=S)N(C2CCCCC2)C1=O (centres undefined) | . | -11.1
O=C(CSc1nnc(-c2ccccc2Cl)n1-c1ccccc1)Nc1ccc([N+](=O)[O-])cc1 | 1.7 | 4.0
C[C@H]1CN([C@@H](C)CO)C(=O)CCCn2cc(nn2)CO[C@H]1CN(C)Cc1ccc(-c2ccccc2)cc1 | -0.9 | .
Cn1c(SCC(=O)Nc2cccc(C(=O)O)c2)nnc1-c1ccccc1 | -1.0 | -7.6
Cc1ccc2ccc(C(Nc3ccccn3)c3ccc(C(C)C)cc3)c(O)c2n1 (centres undefined) | 4.2 | -68.3
Cc1ccc(C)c(NC(=O)C(C)N(c2ccc(Cl)cc2)S(C)(=O)=O)c1 (centres undefined) | -4.2 | 3.5
COc1ccc(S(=O)(=O)N(C)C[C@@H]2Oc3ccc(N(C)C)cc3CC(=O)N([C@H](C)CO)C[C@@H]2C)cc1 | -3.8 | .
COc1ccc(NC(=O)N(C)C[C@@H]2Oc3ccc(NC(=O)Nc4cccc5ccccc45)cc3CC(=O)N([C@H](C)CO)C[C@H]2C)cc1 | 1.9 | .
C[C@H](CO)N1C[C@H](C)[C@H](CN(C)S(=O)(=O)c2ccccc2)Oc2ncc(Br)cc2C1=O | -2.4 | 11.2
Cc1cc(Br)ccc1NC(=O)CSc1ncn(-c2ccccc2)n1 | -0.5 | -4.2
O=C(/C=C/c1ccc(O)cc1)NCCc1ccc(O)cc1 | 2.7 | -7.7
COc1ccc(CCNC(=O)Nc2ccc([N+](=O)[O-])cc2)cc1OC | 0.5 | 8.8
CCN(CC(=O)Nc1cc([N+](=O)[O-])ccc1C)S(=O)(=O)c1ccc2ccccc2c1 | -3.1 | -5.5
CCCN(C)C[C@@H]1OCCCC[C@@H](C)Oc2ccc(NC(=O)NC3CCCCC3)cc2C(=O)N([C@H](C)CO)C[C@@H]1C | -3.5 | .
COc1ccc(NC(=O)N(C)C[C@@H]2Oc3c(cccc3N(C)C)C(=O)N([C@H](C)CO)C[C@@H]2C)cc1 | . | 5.8

The list goes on; it opens with the two that closed the last part.
SMILES | STK33 inh | p53 PUMA act
CCCN(C)C[C@@H]1OCCCC[C@@H](C)Oc2ccc(NC(=O)NC3CCCCC3)cc2C(=O)N([C@H](C)CO)C[C@@H]1C | -3.5 | .
COc1ccc(NC(=O)N(C)C[C@@H]2Oc3c(cccc3N(C)C)C(=O)N([C@H](C)CO)C[C@@H]2C)cc1 | . | 5.8
O=C(CC(Sc1ccc(Cl)cc1)c1ccc(Cl)cc1)C1CC1 (centres undefined) | . | 10.0
C[C@H](CO)N1C[C@H](C)[C@H](CN(C)S(=O)(=O)c2ccc(F)cc2)Oc2ncc(Br)cc2C1=O | -0.7 | 17.7
C[C@H](CO)N1C[C@H](C)[C@H](CN(C)C(=O)c2ccccc2)OCCCC[C@H](C)Oc2ccc(NC(=O)Nc3ccc4c(c3)OCO4)cc2C1=O | . | -9.9
CC(=O)NC(C(=O)O[C@H]1CCC(C)(C)[C@@H]2CC=C3C(=O)OCC3(O)[C@@]12C)C(C)C (some centres undefined) | -3.5 | -15.7
C[C@H](CO)N1C[C@H](C)[C@H](CN(C)S(=O)(=O)c2ccccc2)Oc2ccc(NS(C)(=O)=O)cc2CC1=O | 1.9 | .
COc1ccc(OC(=O)CCN2C(=O)C3C4C=CC(C4)C3C2=O)cc1 (centres undefined) | 2.1 | 0.3
CC(=O)OC(C)(C)/C=C/C(=O)[C@](C)(O)[C@H]1C(O)C[C@@]2(C)[C@@H]3CC=C4[C@@H](C=C(O[C@@H]5O[C@H](CO)[C@@H](O)[C@H](O)[C@H]5O)C(=O)C4(C)C)[C@]3(C)C(=O)C[C@]12C (some centres undefined) | -0.8 | .
CCc1ccc(N2NC(=O)C(=C(C)C)C2=O)cc1 | -3.7 | .
CC(C)NC(=O)Nc1ccc2c(c1)C(=O)N([C@@H](C)CO)C[C@H](C)[C@H](CN(C)S(=O)(=O)c1ccc(Cl)cc1)O2 | -3.1 | .
C[C@@H]1CN([C@H](C)CO)C(=O)Cc2cc(NS(C)(=O)=O)ccc2O[C@H]1CN(C)C(=O)Nc1ccc(F)cc1 | 1.6 | .
C/C=C(/C(=C/C)c1ccc(O)cc1)c1ccc(O)cc1 | 2.6 | -8.1
Cc1ccc(NC(=O)COc2ccc(C(C)(C)C)cc2Br)c([N+](=O)[O-])c1 | -5.0 | 40.4
Cc1ccc(S(=O)(=O)N(C)C[C@H]2Oc3ccc(NC(=O)Cc4cn(C)c5ccccc45)cc3CC(=O)N([C@@H](C)CO)C[C@H]2C)cc1 | 2.3 | .
Cc1ccccc1CN(C)C[C@H]1OCc2cn(nn2)CCCC(=O)N([C@H](C)CO)C[C@H]1C | 4.6 | .
Cc1noc(C)c1NC(=O)N(C)C[C@H]1OCc2cnnn2CCCC(=O)N([C@H](C)CO)C[C@@H]1C | -1.2 | .
C[C@@H]1CN([C@H](C)CO)C(=O)c2cc(NC(=O)C3CC3)ccc2O[C@H]1CN(C)Cc1ccc(C(=O)O)cc1 | . | -4.6
C[C@H]1CN([C@@H](C)CO)C(=O)c2cc(NS(C)(=O)=O)ccc2O[C@H]1CN(C)S(C)(=O)=O | 0.3 | .
Cc1noc(C)c1S(=O)(=O)Nc1ccc2c(c1)C(=O)N([C@H](C)CO)C[C@H](C)[C@@H](CN(C)C(=O)c1ccccc1)OCCCC[C@@H](C)O2 | 3.7 | .
C[C@H]1CN([C@@H](C)CO)C(=O)c2cc(NC(=O)Nc3ccccc3)ccc2O[C@H]1CN(C)S(=O)(=O)c1cn(C)cn1 | 0.0 | .
COc1ccc(S(=O)(=O)N(C)C[C@H]2Oc3ccc(NS(=O)(=O)c4ccc(Cl)cc4)cc3C(=O)N([C@H](C)CO)C[C@@H]2C)cc1 | . | 3.5
CC(=O)Nc1ccc2c(c1)nc1n2CCN(Cc2ccco2)C1 | 3.1 | 23.6
COc1ccc(NC(=O)C(C)N2c3cccc4cccc(c34)S2(=O)=O)c(OC)c1 (centres undefined) | 0.0 | -6.3
CC(=O)c1cccc(NC(=S)NCc2ccccn2)c1 | -0.7 | 19.4
O=S(CCSc1nc2ccccc2s1)Cc1ccc(Cl)cc1 (centres undefined) | 2.4 | -6.3
CC(Oc1cccc(NC(=O)c2ccc([N+](=O)[O-])cc2)c1)C(=O)c1cccc(Cl)c1 (centres undefined) | -1.5 | 20.1
Continued.
SMILES | STK33 inh | p53 PUMA act
C=C1C(=O)O[C@H]2C1CCC(C)=C1C(=O)C=C(C)[C@@]12O (some centres undefined) | -2.7 | -6.9
CC(C)NC(=O)N(C)C[C@@H]1OCCCC[C@H](C)Oc2ccc(NS(=O)(=O)c3cccs3)cc2C(=O)N([C@H](C)CO)C[C@@H]1C | . | 1.7
C[C@@H]1CN([C@H](C)CO)C(=O)c2cc(NC(=O)Cc3cn(C)c4ccccc34)ccc2O[C@H]1CN(C)Cc1ccc(-c2ccccc2)cc1 | . | -14.4
Cc1noc(C)c1S(=O)(=O)N(C)C[C@@H]1Oc2ccc(N(C)C)cc2CC(=O)N([C@@H](C)CO)C[C@H]1C | . | 3.3
CSc1nc(SCC(=O)N(c2ccccc2)c2ccccc2)c2c3c(sc2n1)CCC3 | -0.8 | -2.0
C[C@H](CO)N1C[C@H](C)[C@H](CN(C)C(=O)Nc2ccc(F)cc2)Oc2c(NC(=O)Nc3ccc(C(F)(F)F)cc3)cccc2C1=O | . | -16.4

By substructure: those above containing a COOH group (3)
SMILES | STK33 inh | p53 PUMA act
O=C(O)CCC(NC(=O)c1ccc(Cl)cc1)C(=O)O (centres undefined) | 3.4 | -0.3
Cn1c(SCC(=O)Nc2cccc(C(=O)O)c2)nnc1-c1ccccc1 | -1.0 | -7.6
C[C@@H]1CN([C@H](C)CO)C(=O)c2cc(NC(=O)C3CC3)ccc2O[C@H]1CN(C)Cc1ccc(C(=O)O)cc1 | . | -4.6

Structures from the list above that contain a nitro group on carbon (five):
SMILES | STK33 inh | p53 PUMA act
O=C(CSc1nnc(-c2ccccc2Cl)n1-c1ccccc1)Nc1ccc([N+](=O)[O-])cc1 | 1.7 | 4.0
COc1ccc(CCNC(=O)Nc2ccc([N+](=O)[O-])cc2)cc1OC | 0.5 | 8.8
CCN(CC(=O)Nc1cc([N+](=O)[O-])ccc1C)S(=O)(=O)c1ccc2ccccc2c1 | -3.1 | -5.5
Cc1ccc(NC(=O)COc2ccc(C(C)(C)C)cc2Br)c([N+](=O)[O-])c1 | -5.0 | 40.4
CC(Oc1cccc(NC(=O)c2ccc([N+](=O)[O-])cc2)c1)C(=O)c1cccc(Cl)c1 (centres undefined) | -1.5 | 20.1

Screening results from PubChem BioAssay.

Some of the compounds tested; rates above refer to the full screens.
